# SIRT5 inh = blocks human SIRT5 desuccinylation of peptide; Purified SirT5, succinyl-peptide AMC, trypsin-coupled fluorescence; inhibition, % at 15 µM; hit rate 1.1% among 330,000; AID 652115; in the data active = inhibition above about 15%
# Target sequence (Q9NXA8 whole entry, looked up): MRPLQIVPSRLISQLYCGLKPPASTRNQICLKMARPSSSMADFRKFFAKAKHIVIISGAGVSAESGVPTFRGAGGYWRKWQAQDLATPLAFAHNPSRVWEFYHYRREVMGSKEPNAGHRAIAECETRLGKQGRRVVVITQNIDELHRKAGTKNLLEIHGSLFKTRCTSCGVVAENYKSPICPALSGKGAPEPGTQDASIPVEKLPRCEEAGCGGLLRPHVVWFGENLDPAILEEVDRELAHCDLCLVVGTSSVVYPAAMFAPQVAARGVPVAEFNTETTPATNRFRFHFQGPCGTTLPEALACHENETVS
# ARNT-TACC3 inh = disrupts binding between human ARNT and TACC3. Q9Y6A5. AlphaScreen His-ARNT PAS-B/GST-TACC3 binding, luminescence; TACC3 fragment carries E629A point mutation. inhibition, % at 9.99 µM. hit rate 0.66% among 390,000;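 active = mean inhibition of replicates at least 50% and at least half of replicates each reaching 50%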;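 also: 0% = complete ARNT plus TACC3 wells and 100% = ARNT alone without TACC3; many hits fall short of the cut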
# C2C12 statin = protects C2C12 myotubes from simvastatin toxicity | hit rate 0.78% among 330,000 | AID 602340 | ATP luminescence, 48 h; scaled: DMSO 0, geranylgeraniol control 100 | rescue of ATP level, % at 7.49 µM;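 active = mean ATP rescue above about 67%, or every replicate alone reaching that limit, limit read from the data, passing the limit was not always enough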;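 also: myotubes were challenged with 10 µM simvastatin during compound exposure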
# ERp5 inh = blocks human ERp5 reductase activity on insulin | ERp5 insulin aggregation, absorbance 650 nm, 90 min | Q15084 | inhibition, % at 9.99 µM | hit rate 0.05% among 350,000;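 active = mean replicate inhibition above about 25%, with every replicate also reaching it, limit read from the data, passing the limit was not always enough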
# Target sequence (Q15084 whole entry, looked up): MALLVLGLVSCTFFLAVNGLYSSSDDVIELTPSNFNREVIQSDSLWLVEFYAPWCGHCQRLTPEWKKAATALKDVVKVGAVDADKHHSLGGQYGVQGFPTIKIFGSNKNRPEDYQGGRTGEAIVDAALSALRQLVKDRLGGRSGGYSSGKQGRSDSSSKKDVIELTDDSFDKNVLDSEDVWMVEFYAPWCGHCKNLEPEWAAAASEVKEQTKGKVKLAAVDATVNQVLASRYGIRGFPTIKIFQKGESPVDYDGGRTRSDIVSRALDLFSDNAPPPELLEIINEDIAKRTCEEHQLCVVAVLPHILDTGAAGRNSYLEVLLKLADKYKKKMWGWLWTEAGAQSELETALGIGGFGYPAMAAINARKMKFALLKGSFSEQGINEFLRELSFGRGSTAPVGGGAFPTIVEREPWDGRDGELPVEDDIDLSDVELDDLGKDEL
# esBAF inh = inhibitors of esBAF chromatin remodeling in mouse ES cells; AID 602393; hit rate 2% among 350,000; reporter increase, % at 12.5 µM; Bmi1-luciferase knock-in reporter, 24 h; 100% = twice the neutral-well signal; in the data active = activation above about 40%;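 also: 0% = median of the plate's neutral control wells and 100% = double that signal; a rise in the Bmi1 reporter signal indicates esBAF inhibition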
# Cneo AK release = causes C. neoformans cell lysis; hit rate 0.2% among 360,000; adenylate kinase release luminescence, 4 h; normalised: neutral wells 0, clomiphene wells 100; AID 651654; lysis activity, % at 15 µM;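 active = mean lysis activity across replicates of at least 80%, whatever share of replicates individually reach that level; inactive = mean lysis activity below 80%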
#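 Material – Cryptococcus neoformans yeast cells · Quantity – 5 × 10^6 yeast cells/mL · Buffer or medium – YPD medium · Compound – single dose · Timing – 4 h static compound exposure, 37 °C, read 1 h post-reagent · Signal – adenylate kinase release luminescence · Read-out basis – lysis from increased AK signal · Benchmarks – Clomiphene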
# miR122 inh = inhibitors of miR-122 in Huh7 cells; hit rate 0.3% among 340,000; Huh7 miR-122 Renilla luciferase sensor, 48 h; neutral wells = 0, positive control = 100; AID 602342; activation (reporter increase), % at 12.5 µM;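 active = mean replicate activation score at least 90 and every replicate individually at or above 90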;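 also: higher luciferase means less miR-122 activity so hits act as miR-122 inhibitors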
# An asterisk follows results filed as active; nt = not tested or not shown; [ ] = another dose, or the depositor's remark.
SMILES,SIRT5 inh,ARNT-TACC3 inh,C2C12 statin,ERp5 inh,esBAF inh,Cneo AK release,miR122 inh
CC1(C)C[C@H]2C3=CCC4[C@@]5(C)CC[C@H](O[C@@H]6O[C@H](C(=O)O)[C@@H](O)[C@H](O)[C@H]6O)[C@@](C)(CO)C5CC[C@@]4(C)[C@]3(C)C[C@H](O)[C@@]2(CO)[C@@H](O)[C@@H]1O (stereo partly specified),nt,-14,17,1,4,-2,nt
CCC(C)(C)NC(=O)C(c1ccco1)N(C(=O)c1csnn1)c1cccc(F)c1 (stereo unspecified),nt,9,7,nt,0,1,3
CN(C)CCCNc1cc(C(C)(C)C)nc2c(-c3ccccc3)cnn12,-2,-20,nt,4,nt,4,0
CC1CCC2(CC1)NC(=O)N(CC(=O)N1CCN(S(=O)(=O)c3ccccc3)CC1)C2=O (stereo unspecified),-2,-5,-5,-7,12,2,-7
CCOC(=O)CSc1n[nH]c(NC(=O)c2cccc(C(F)(F)F)c2)n1,nt,-6,-4,nt,-6,-3,nt
O=C(O)c1cnn2cc(-c3[nH]ncc3[N+](=O)[O-])cnc12,-2,11,nt,-4,nt,nt,nt
C[C@@H]1CN([C@@H](C)CO)C(=O)c2cc(C#CC3(O)CCCC3)cnc2O[C@@H]1CN(C)C,2,-7,16,0,1,0,-2[16.7 µM]
COc1ccc(/C=N/Nc2cc(N3CCOCC3)nc(C)n2)c(OC)c1,8,37,-46,4,7,4,1
Cc1nc(-c2ccc(Cl)cc2)sc1C1(C)CC(c2ccc(OC(F)(F)F)cc2)=NO1 (stereo unspecified),nt,0,-4,8,20,8,-2
CN1CCN(NC(=O)CN2C(=O)/C(=C/c3ccccc3Cl)SC2=S)CC1,0,14,0,-4,-2,6,-1
CCS(=O)(=O)Nc1ccc2c(c1)C(=O)N(C)C[C@H](OC)[C@@H](C)CN(C(=O)COC)[C@@H](C)CO2,0,nt,0,1,-2,-3,nt
O=C(NCC1CCCO1)C1CCCN(S(=O)(=O)c2ccc(Br)cc2)C1 (stereo unspecified),0,2,6,-4,2,-3,9
CCC(=O)N1CCc2cc(S(=O)(=O)NCCC(=O)Nc3ccccc3C)ccc21,nt,2,1,nt,-1,0,21
O=C(Nc1ccccc1)c1ccccc1N=Cc1cccc(O)c1,-6,1,5,3,14,0,-4
C[C@H](CO)N1C[C@H](C)[C@@H](CN(C)C(=O)Nc2ccc(C(F)(F)F)cc2)Oc2ncc(C3=CCCC3)cc2C1=O,5,81*,-19,2,2,7,7[16.7 µM]
COc1ccc(C(=O)C2CCCN(C(=O)c3ccc4cc[nH]c4c3)C2)c(C)c1 (stereo unspecified),-2,8,18,6,3,-5,-4
Cc1ccc(CN2CCN(CC(=O)NC(C)c3ccc4c(c3)OCCO4)C2=O)cc1 (stereo unspecified),-1,2,-2,-3,-2,0,-10
C=CCOc1ccc(/C(O)=C2/C(=O)C(=O)N(CCCn3ccnc3)C2c2ccco2)cc1 (stereo unspecified),4,nt,20,4,6,1,4
CC=Cc1ccc2n(c1=O)C[C@H]1[C@H](CO)[C@@H](C(=O)N3CCc4ccccc4C3)N[C@@H]21 (mixture of isomers),0,2,-12,-2,2,-3,nt
Cc1cc(C(=O)CSc2nc(N)cc(N)n2)c(C)n1C1CC1,2,7,nt,-2,nt,nt,nt
C[C@@H]1CN([C@H](C)CO)S(=O)(=O)c2ccc(C#Cc3ccccc3)cc2O[C@H]1CN(C)S(=O)(=O)c1cn(C)cn1,-2,-13,-11,0,-3,47,28[16.7 µM]
C[C@@H]1CN([C@@H](C)CO)C(=O)Cc2cc(NS(=O)(=O)c3ccccc3)ccc2O[C@@H]1CN(C)Cc1ccncc1,1,-6,1,2,-3,-2,-2[16.7 µM]
C[C@H](CO)N1C[C@H](C)[C@H](CN(C)C(=O)Nc2ccc3c(c2)OCO3)Oc2ccc(NS(=O)(=O)c3cn(C)cn3)cc2C1=O,-5,-6,-1,0,7,0,-1[16.7 µM]
C/C=C/c1ccc([C@@H]2[C@@H](CN(C)C(=O)CC)N(C(=O)C3CC3)[C@H]2CO)cc1,-1,9,-1,-2,8,4,7[16.7 µM]
CCCNC(=O)N(C)C[C@@H]1Oc2cc(C#CC3CC3)ccc2S(=O)(=O)N([C@H](C)CO)C[C@H]1C,3,-4,12,0,-3,2,6[16.7 µM]
CCn1c(SCC(N)=O)nnc1-c1ccc2[nH]c(C)c(C)c2c1,nt,-2,4,nt,4,0,5
CCc1nc2c(OCc3ccccc3C(=O)OC)cccn2c1N(C)C(=O)CC(C)C,0,nt,3,2,0,0,2
CCOC(=O)C1(CCOc2ccccc2)CCN(Cc2cccc(OC)c2)CC1,-5,3,-10,1,-14,0,-5
C[C@@H]1CN([C@H](C)CO)C(=O)c2cccc(NC(=O)c3ccncc3)c2O[C@@H]1CN(C)C(=O)Nc1cccc2ccccc12,-1,3,6,-5,3,2,-3[16.7 µM]
C[C@@H]1CN([C@@H](C)CO)C(=O)c2cc(NS(=O)(=O)c3cccs3)ccc2O[C@@H](C)CCCCO[C@H]1CN(C)C(=O)c1ccncc1,-4,-3,nt,0,-2,1,6[16.7 µM]
CC(C)CC(=O)Nc1nnc(SCC(=O)Nc2ccc(F)cc2)s1,-3,1,nt,4,nt,nt,nt
C[C@H](CO)N1C[C@H](C)[C@@H](CN(C)C(=O)Nc2cccc3ccccc23)Oc2c(NC(=O)C3CCOCC3)cccc2C1=O,-6,16,9,6,4,-13,1[16.7 µM]
Nc1c([N+](=O)[O-])c(=O)sc2ccccc12,3,nt,nt,1,nt,nt,-5
Cc1ccc(C(=O)C[n+]2ccccc2)cc1,-1,-2,-6,-4,44,-1,nt
CC(c1nc2ccccc2c(=O)[nH]1)N1CCN(C)CC1 (stereo unspecified),nt,-8,117*,nt,-1,0,-5
COc1ccc(/C=C/C(=O)OCC(=O)NC2CCCC2)c(OC)c1,1,-14,9,5,3,1,-10
CCCCN(C)CCCNC(=O)CCn1nc(-c2ccccc2)ccc1=O,7,-6,nt,7,nt,nt,nt
Cc1cc(C(F)(F)F)c(C#N)c(SCC(=O)Nc2nc3cc(Br)ccc3s2)n1,1,-8,nt,-8,nt,nt,nt
O=C(CSc1nnc(CNC(=O)c2ccccc2)o1)NCc1ccc2c(c1)OCO2,-3,-2,nt,4,nt,0,-1
C/C=C/c1ccc([C@@H]2[C@@H](CN(C)C(=O)C3CC3)N(C(=O)C3CC3)[C@H]2CO)cc1,3,-2,5,2,-4,52,-6[16.7 µM]
CCCCNC(=O)C1CCCN(S(=O)(=O)c2ccc(-n3cnnn3)cc2)C1 (stereo unspecified),nt,26,-4,nt,-1,4,2
O=C(Cn1nc(C(=O)O)c2ccccc2c1=O)Nc1cc(Cl)ccc1-n1cncn1,-2,-9,6,-8,-6,-1,-2
Cc1ccc(S(=O)(=O)Nc2ccc3c(c2)C(=O)N([C@H](C)CO)C[C@H](C)[C@@H](CN(C)C(=O)Nc2ccc4c(c2)OCO4)OCCCC[C@H](C)O3)cc1,8,19,nt,-2,10,1,3[16.7 µM]
COC(=O)C(c1ccccc1)C(CC(=O)c1ccccc1)c1ccccc1 (stereo unspecified),-4,nt,7,-2,1,-1,2
CCOP(=O)(/C(C#N)=C(/O)c1ccccc1)c1ccccc1 (stereo unspecified),-2,-7,nt,5,nt,nt,nt
OC(c1cccc(Cl)c1)c1nc(-c2csc3ccccc23)cs1 (stereo unspecified),-4,nt,2,-4,2,-6,9
COc1ccccc1NC(=O)N1CCn2c(nc3ccccc32)C1,nt,-12,5,nt,4,2,0
CC(=O)Nc1ccc(NC(=O)CNC(=O)COc2ccccc2)cc1,0,-2,nt,-8,nt,nt,0
C[C@@H]1CCCCO[C@H](CN(C)Cc2ccc3c(c2)OCO3)[C@@H](C)CN([C@H](C)CO)C(=O)c2cc(NS(=O)(=O)c3cn(C)cn3)ccc2O1,nt,-3,25,nt,-2,-2,8[16.7 µM]
CCCCCCCCCCOC(=O)NC1CCS(=O)(=O)C1 (stereo unspecified),-3,-4,nt,2,nt,nt,nt
O=S(=O)(c1cc(F)ccc1F)N1CCC2(CC1)OCCN2S(=O)(=O)c1cccs1,2,-2,nt,-7,nt,nt,nt
O=C(CSc1nc2ccccc2c(=O)n1CC1CCCO1)Nc1ccc(F)cc1 (stereo unspecified),3,-4,57,0,-9,5,nt
O=C(C1=COCCO1)N1CCN(c2nc3ccc([N+](=O)[O-])cc3s2)CC1,2,3,10,1,13,0,1
CNC[C@H]1OCCCC[C@@H](C)Oc2ccc(NS(=O)(=O)c3ccc(OC)cc3)cc2C(=O)N([C@H](C)CO)C[C@H]1C,-2,-2,-2,3,-1,-3,1[16.7 µM]
COc1ccc(Cc2nnc(NC(=O)c3ccccc3Cl)s2)cc1OC,1,1,8,-2,0,-6,0
COc1ccc(C(=O)Nc2ccc(S(=O)(=O)NC(C)=O)cc2)cc1[N+](=O)[O-],0,9,nt,1,nt,nt,nt
CCCNC(=O)[C@H]1[C@H](CO)[C@H]2Cn3c(ccc(C4=CCCC4)c3=O)[C@H]2N1Cc1ccccc1,5,5,1,5,-2,4,0[16.7 µM]
COc1ccccc1S(=O)(=O)N[C@H]1CC[C@H](CC(=O)N2CCCCC2)O[C@H]1CO,0,-27,4,-1,-1,4,nt
Cc1nc(CN(C)C(=O)c2cc(COc3c(F)cccc3F)on2)cs1,7,2,8,0,-2,5,-2
COc1ccc2[nH]c(C)c(-c3csc(N)n3)c2c1,4,7,6,5,-3,-2,6

# The last four entries of the section above come first, to join the parts:
SMILES,SIRT5 inh,ARNT-TACC3 inh,C2C12 statin,ERp5 inh,esBAF inh,Cneo AK release,miR122 inh
CCCNC(=O)[C@H]1[C@H](CO)[C@H]2Cn3c(ccc(C4=CCCC4)c3=O)[C@H]2N1Cc1ccccc1,5,5,1,5,-2,4,0[16.7 µM]
COc1ccccc1S(=O)(=O)N[C@H]1CC[C@H](CC(=O)N2CCCCC2)O[C@H]1CO,0,-27,4,-1,-1,4,nt
Cc1nc(CN(C)C(=O)c2cc(COc3c(F)cccc3F)on2)cs1,7,2,8,0,-2,5,-2
COc1ccc2[nH]c(C)c(-c3csc(N)n3)c2c1,4,7,6,5,-3,-2,6
O=C1C=CC(=O)N1c1cccc2cccnc12,-4,4,7,2,-6,-1,-7
CCOCCCNC(=O)CSc1nnc(-c2ccc(S(=O)(=O)N3CCCC3)cc2)n1C,-2,-3,15,0,1,1,-1
COC(=O)NCCOc1nc(N(C)C)nc(N(C)C)n1,nt,24,-10,nt,-9,-1,-6
O=C(C[C@H]1CC[C@@H](NC(=O)Nc2cc(F)ccc2F)[C@H](CO)O1)Nc1ccc(-c2ccccc2)cc1,2,48*,24,5,15,-6,nt
CN1CCC(=O)N([C@H](CSc2ccccc2)c2ccccc2)CC1,nt,-4,9,4,17,-4,4
Cc1ccc(CC(=O)NCc2ccc3c(c2)OCO3)cc1,nt,-8,-1,nt,8,-2,3
NC(=O)C1CCN(c2nc(-c3ccc(F)cc3)cs2)CC1,-1,-13,-6,8,-2,1,-4
Nc1ccc(C(=O)OCC(=O)c2cccc([N+](=O)[O-])c2)cc1,-4,-1,nt,-4,nt,nt,nt
O=C1C2CCCN2C(=O)N1CCCCN1CCN(c2cccc(Cl)c2)CC1 (stereo unspecified),nt,-6,nt,nt,nt,2,5
CC(NC(=O)c1ccccc1F)c1nnc(SCC(=O)NC2=NCCS2)n1C (stereo unspecified),0,0,0,2,-2,2,-6
C[C@H](NC(=O)c1nc[nH]c1C(=O)NCc1ccc(CNC(=O)OC(C)(C)C)cc1)C(=O)OC(C)(C)C,-5,7,-33,-5,-17,-7,-4
Cc1nnc(NC(=O)c2sc3nc(-c4cccs4)cc(C(F)(F)F)c3c2N)s1,-3,-7,-8,-3,-24,-1,-4
Cc1ccc(C)c(N2CCN(C(=O)c3ccc(Cl)c(NC4=NC5CS(=O)(=O)CC5S4)c3)CC2)c1 (stereo unspecified),-4,-1,1,-10,3,-3,3

# Assay outcomes deposited in PubChem BioAssay by Broad Institute.

# Not a hit list, and some 4% of all compounds hit somewhere here.
